Tb PYK inh: inhibitors of Trypanosoma brucei pyruvate kinase; TbPYK enzyme, Kinase-Glo Plus ATP luminescence, 45 min; 0.12% of 410,000 active; Potency, µM (highest dose often 76.8 µM), inactives show at the highest dose activity, negative = inhibition, hits mostly inhibitors; Q57TT1; active = well fitted inhibition curve with a large enough effect; inconclusive = small, poorly fitted or top-dose-only effect; also: nearly all actives have a fitted effect of over 50% in size
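TbPYK + substrate in 50 mM TEA pH 7.2, 100 mM KCl, 10 mM MgCl2, 0.05% BSA, 0.01% Tween-20; cpd pinned; ADP 130 uM final; 45 min RT; Kinase-Glo Plus 10 min; luminescence endpoint.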
Starred values were filed as active, the others as inactive; ? = inconclusive; [ ] = another dose, or the depositor's remark. % is scaled to controls: 0 for no effect and ±100 for the full control effect; potency is read from the fitted curve at half-maximal effect.

The opening five entries, to show the layout:
| SMILES | Tb PYK inh |
| --- | --- |
| O=C(CSc1c2c(nc3ccc(Cl)cc13)CCCC2)N1CCN(c2cccc(Cl)c2)CC1 | -5.5% |
| COc1cc(-c2cc(OC)c3c(C)oc(C)c3c(=O)c2)ccc1OC(=O)c1cccc(C)c1 | -6.3% |
| COc1ccc(NC(=O)CCc2nnc3n(C)c(=O)c4sccc4n23)cc1Cl | -1.2% |
| Cc1cccc(Oc2nc3c(C)cccn3c(=O)c2/C=C(\C#N)c2nc3ccccc3[nH]2)c1 | -4.4% |
| O=C(NNC(=O)c1cccc2ccccc12)c1ccc(Cl)c(Cl)c1 | 0.6% |

This part in full, from the first entry:
| SMILES | Tb PYK inh |
| --- | --- |
| O=C(CSc1c2c(nc3ccc(Cl)cc13)CCCC2)N1CCN(c2cccc(Cl)c2)CC1 | -5.5% |
| COc1cc(-c2cc(OC)c3c(C)oc(C)c3c(=O)c2)ccc1OC(=O)c1cccc(C)c1 | -6.3% |
| COc1ccc(NC(=O)CCc2nnc3n(C)c(=O)c4sccc4n23)cc1Cl | -1.2% |
| Cc1cccc(Oc2nc3c(C)cccn3c(=O)c2/C=C(\C#N)c2nc3ccccc3[nH]2)c1 | -4.4% |
| O=C(NNC(=O)c1cccc2ccccc12)c1ccc(Cl)c(Cl)c1 | 0.6% |
| CCC(Sc1nc2n[nH]c(C)c2c(=N)n1-c1ccc(Br)cc1)C(=O)N(CC)CC (stereo not drawn) | 9.3%[15.4 µM] |
| CCc1nc2c(OCc3cccc(Cl)c3)cccn2c1N(C)C(=O)C(C)C | 5.1% |
| Nc1nonc1-c1nc2ccccc2n1CC(=O)Nc1ccc(F)cc1 | -19.4% |
| CCOC(=O)c1cnc2ccc(OC)cc2c1Nc1cccc(C(C)=O)c1 | 2.0% |
| O=C(COC(=O)c1cccc(-n2cnnn2)c1)c1ccc(F)c(F)c1 | -8.9% |
| Cc1cc(OCC(=O)Nc2sc3c(c2C#N)CCC(C)C3)ccc1Cl (stereo not drawn) | 0.2% |
| COc1ccc(-c2noc3c2-c2nc(-c4ccccc4)sc2CC3)cc1 | -14.4% |
| O=C(Nc1ccccc1C(F)(F)F)Nc1c[nH]c(=O)[nH]c1=O | -3.8% |
| Cc1c2cnccc2c(C)c2c1oc1ccccc12 | -11.6% |
| O=C(C=Cc1ccc2c(c1)OCO2)C=Cc1ccc2c(c1)OCO2 | -2.8% |
| Cc1cccc(-c2noc(-c3ccccc3NC(=O)C3CC(=O)N(c4ccccc4C)C3)n2)c1 (stereo not drawn) | 0.8% |
| CC(C)Oc1ccc2ccccc2c1CNC[C@H]1O[C@@H](n2ccc(N)nc2=O)[C@H](O)[C@@H]1O | 3.3% |
| COc1ccc(-c2csc(=Nc3ccccc3)n2CCO)cc1F | -6.6% |
| COc1ccc(CCNC(=O)Cc2c(C)c3cc4c(C)coc4c(C)c3oc2=O)cc1 | 5.2% |
| CC(C)c1ccc(NC(=O)c2cc(S(=O)(=O)NCc3ccccc3Cl)ccc2F)cc1 | 3.9% |
| Cc1ccccc1-c1cnc(C(O)c2ccc(C(C)(C)C)cc2)[nH]1 (stereo not drawn) | 5.2% |
| Cc1nc(-c2ccc(C)c(N3CCN(C(=O)Nc4ccccc4C(F)(F)F)CC3)c2)no1 | -4.5% |
| Cc1ccc(Nc2cc(C(=O)NC3CCCC3)c3ccccc3n2)cc1C | 0.1% |
| Cc1ccc(S(=O)(=O)NC(=O)C2(C)CCN2C(=O)Cc2ccc(Cl)cc2Cl)nc1 (stereo not drawn) | -4.8% |
| COc1c(Cl)cc(C(=O)Nc2cccc(-c3nc4ccccc4[nH]3)c2)cc1Cl | -2.1% |

3 compounds picked at random from the list so far:
| SMILES | Tb PYK inh |
| --- | --- |
| O=C(CSc1c2c(nc3ccc(Cl)cc13)CCCC2)N1CCN(c2cccc(Cl)c2)CC1 | -5.5% |
| Cc1ccccc1-c1cnc(C(O)c2ccc(C(C)(C)C)cc2)[nH]1 (stereo not drawn) | 5.2% |
| CC(C)c1ccc(NC(=O)c2cc(S(=O)(=O)NCc3ccccc3Cl)ccc2F)cc1 | 3.9% |

Further results
| SMILES | Tb PYK inh |
| --- | --- |
| Cc1cccc(C2C=C(c3ccc(F)cc3)Nc3nc4ccccc4n32)c1 (stereo not drawn) | -5.8% |
| O=C(Nc1ccccc1)c1cc(C2CCCN(C(=O)c3ccc4c(c3)CCO4)C2)on1 (stereo not drawn) | -0.5% |
| O=C(COc1ccc(F)cc1)NCc1ccc2c(c1)CCN2C(=O)c1ccc(F)cc1 | -1.3% |
| COc1ccc(CNC(=O)C(C)N2Cc3ccccc3C2=O)cc1 (stereo not drawn) | -9.1% |
| CN[C@H](C)Cc1ccccc1 | -9.6%[157 µM] |
| Oc1ccc(C[C@@H](CN2CCCC2CN2C(=S)NC[C@@H]2Cc2ccccc2)N2C[C@H](Cc3ccccc3)N(CC3CCCCCC3)C2=S)cc1 (stereo partly drawn) | -5.7% |
| C[N+](C)(C)CC1CCCc2ccccc2C1=O (stereo not drawn) | -14.1% |
| Cc1cccc(Cn2c(CNC(=O)c3ccccc3)nc3ccccc32)c1 | 0.1% |
| Cc1ccc(S(=O)(=O)Cc2nc(-c3ccc(C(=O)NCCCOC(C)C)cc3)oc2C)cc1 | 5.8% |
| COCCNC(=O)C1(C)CCN(C(=O)c2oc3ccccc3c2C)C1 (stereo not drawn) | -13.3% |
| COc1cccc(-n2ccnc2SCC(=O)Nc2cccc3ccccc23)c1 | -4.8% |
| CC(C)c1ccc(OCC(=O)N(Cc2cccs2)C2CCS(=O)(=O)C2)cc1 (stereo not drawn) | -9.5% |
| CCOC(=O)C1=C[C@@H](C2CCCCC2)N(S(=O)(=O)c2ccc([N+](=O)[O-])cc2)[C@H]1c1ccccc1 | -0.3% |
| COc1cccc(CNC(=O)CC(c2ccc(C)cc2)N2Cc3ccccc3C2=O)c1 (stereo not drawn) | -6.1% |
| CC1(C(=O)NS(=O)(=O)c2ccccc2)CCN1C(=O)CC1CCCC1 (stereo not drawn) | 3.3% |
| Cc1ccc(NC(=O)c2ccc(=O)n(CC(=O)Nc3cccc(C)c3)n2)cc1 | 3.0% |
| COCCCN(Cc1ccco1)C(=O)c1cc2c(s1)-c1ccccc1OC2 | 1.6% |
| Cc1ccc2oc(=O)c3cnn(CC(=O)N4CCN(c5ccc(F)cc5)CC4)c3c2c1 | 1.1% |
| CCNC(=O)C1(C)CCN(C(=O)c2ccc(C#N)cc2)C1 (stereo not drawn) | 0.2% |
| Cc1c(C(=O)NCc2ccccc2Cl)sc2ncnc(N(C)C3CCCCC3)c12 | -3.9% |
| Cc1ccc(C)c(Cn2c(=O)n(CCCC(=O)NCCc3ccc(Cl)cc3)c(=O)c3ccccc32)c1 | 2.6% |
| CC1(Oc2ccccc2)CCN(Cc2csc3ccccc23)C1 (stereo not drawn) | 2.4% |
| Cc1ccc(C(=O)CCC(=O)N2CCN(C/C=C/c3ccccc3)CC2)cc1 | 1.1% |
| C[C@@H]1COc2cc(N3CCC[C@H]3CO)ccc2S(=O)(=O)N1 | 8.8% |
| CN(CCO)c1cccc2c1S(=O)(=O)N[C@@H](Cc1ccccc1)CO2 | -9.1% |

Next part
| SMILES | Tb PYK inh |
| --- | --- |
| COc1ccc(S(=O)(=O)N2CCC(C(=O)NCCC(=O)Nc3ccccc3OC)CC2)cc1 | -3.8% |
| Cc1nc(N2CCCC2)c2c(C(=O)Nc3ccc(Br)cc3F)c(C)oc2n1 | 3.3% |
| S=c1[nH]nc(SCc2ccccc2)c2[nH]cnc12 | ? |
| CCCc1nnn(S(=O)(=O)c2ccc([N+](=O)[O-])cc2)c1CCC | 0.0% |
| Oc1cccc(Nc2ncnc3sc4c(c23)CCCC4)c1 | -5.8% |
| CN(C(=O)c1cccc(NC(=O)Cc2cccc(NC(=O)C3CCCN(C(=O)C4CCCCC4)C3)c2)c1)C1CC1 (stereo not drawn) | 0.3% |
| O=C(CCNC(=O)N1CC(=O)Nc2ccccc21)NCc1cccc(C(F)(F)F)c1 | 0.9% |
| COc1ccccc1N1CCN(S(=O)(=O)c2ccc([N+](=O)[O-])cc2)CC1 | -0.7% |
| CCOC(=O)[C@]12CCC=C1N(Cc1ccco1)C(=O)[C@H](CC(=O)NCc1cccs1)C2 | -16.1% |
| Cc1ccc([C@@H]2C[C@H]3[C@@H](CN2S(=O)(=O)c2ccc(Cl)cc2)C(=O)C[C@@H](c2ccc(Cl)cc2)N3S(=O)(=O)c2ccccc2C)cc1 | -3.9% |
| COc1cccc(CNc2nc(NCc3ccccc3)nc3ccsc23)c1 | 2.4% |
| O=C(c1cccs1)N1C[C@@H](O)[C@H](n2cc(C3CC3)nn2)C[C@@H]1c1ccc(Cl)cc1 | 2.6% |
| CC(C)(C)OC(=O)N(CCc1ccccc1)Cc1ccccc1OCc1cccc(NC(=O)C2CCC2)c1 | 3.1% |
| CCOc1ccc(NC(=O)C2CCC(CNS(=O)(=O)c3ccc(Br)s3)CC2)cc1 (stereo not drawn) | -1.9% |
| Cc1ccc(N2CCN(C(=O)c3nn(C)c4c3CSc3ccccc3-4)CC2C)cc1 (stereo not drawn) | 2.7% |
| COc1cc(OC)c([C@H]2C=C(C)[C@H]3C[C@@H]2C3(C)C)c(OC)c1 | 0.3% |
| COCCNC(=O)CSc1nc2cc3c(cc2c(=O)n1Cc1ccc(C(=O)NCCc2ccc(OC)c(OC)c2)cc1)OCO3 | 0.1% |
| Cc1cc(C)cc(NC(=O)CCCn2c3ccccc3c(=O)c3ccccc32)c1 | 4.8% |
| Cc1ccc(-n2c(=O)c3ccc(C(=O)NCc4ccccc4Cl)cc3n(CC(=O)Nc3cccc(F)c3)c2=O)cc1 | -0.4% |
| CCN1CCc2nc3sc(C(=O)c4ccc(F)cc4)c(N)c3cc2C1 | -16.8% |
| C[C@H](O)[C@@H]1C(=O)N2CCc3c([nH]c4ccccc34)[C@@H]2C[C@@H]1N(C)C(=O)c1cc(Cl)cc(Cl)c1 | 1.8% |
| O=C(COC(=O)CN1C(=O)C2CC=CCC2C1=O)Nc1cccc([N+](=O)[O-])c1 (stereo not drawn) | -10.8% |
| Cc1cn([C@H]2C[C@H](O)[C@@H](CNCc3ccccc3OCCCN3CCOCC3)O2)c(=O)[nH]c1=O | -5.0% |
| CC(=O)Nc1ccc(NC(=O)Nc2sc3nc4n(c(=O)c3c2C)CCC(C)CC4)cc1 (stereo not drawn) | -7.5% |
| CCc1noc(-c2ccc(NCc3ccccc3)c([N+](=O)[O-])c2)n1 | -0.6% |

(cont.)
| SMILES | Tb PYK inh |
| --- | --- |
| CCN(c1ccc(C)cc1C)S(=O)(=O)c1nnc(NC(=O)CC(C)C)s1 | 0.0% |
| CCOc1ccc(NS(=O)(=O)c2ccc3c4c(cccc24)C(=O)N3)cc1 | 0.0% |
| Cc1cccn2c(Nc3ccc4c(c3)OCCO4)c(-c3ccc(Br)o3)nc12 | 1.0% |
| O=S(=O)(c1ccccc1)N1CCNc2ccccc21 | 0.3% |
| COc1ccc(NC(=O)C[C@H]2C(=O)N(Cc3ccccc3)C[C@@H]2c2ccc(OC)cc2)cc1 | -8.1% |
| COc1ccccc1NC(=O)c1sc2nc(-c3cc4cc(Cl)ccc4oc3=O)[nH]c(=O)c2c1C | 0.3% |
| COc1cc(Cl)c(C)cc1NC(=O)c1sc2nc(C)cc(C)c2c1N | -1.3% |
| COc1cc(C=CC(=O)OCC=Cc2ccc3c(c2)OCO3)cc(OC)c1OC | 7.5% |
| CCc1ccccc1NC(=O)CSc1nc2c(oc3ccccc32)c(=O)n1-c1ccccc1F | 0.9% |
| CC(NC(=O)CN1c2cccc3cccc(c23)S1(=O)=O)c1ccccc1 (stereo not drawn) | -9.4% |
| CCOC(=O)c1c(NC(=O)CN2C(=O)N(C)C3(CCCCC3)C2=O)sc(C(=O)N(C)C)c1C | -5.1% |
| CCc1ccc(NC(=O)CC(c2ccc(C)cc2)N2Cc3ccccc3C2=O)cc1 (stereo not drawn) | -4.0% |
| CCC(C)NC(=O)Cn1c(=O)n(CC2CCC(C(=O)NC)CC2)c(=O)c2sccc21 (stereo not drawn) | -8.7% |
| CCOc1ccc(S(=O)(=O)N2CCC(N3CCN(Cc4ccc(C)cc4)C(=O)C3=O)CC2)cc1 | -5.1% |
| Cc1ccc(C)c(NC(=O)N2CC=C(c3c[nH]c4ccccc34)CC2)c1 | -4.0%[15.4 µM] |
| CC1=C(C(=O)N(C(C)C)C(C)C)CC(CC(=O)NCCCCc2ccccc2)C(=O)N1Cc1ccc(F)cc1 (stereo not drawn) | -3.5% |
| COc1ccc(-c2cc(C(=O)N3CCCCC3C)no2)cc1OC (stereo not drawn) | 2.0% |
| Cc1ccc(C(O)c2ncc(-c3ccccc3)[nH]2)c(C)c1 (stereo not drawn) | -0.2% |
| O=C(O)c1cccc(NC(=O)c2ccccc2NC(=O)c2cccs2)c1 | 2.0% |
| COC(=O)[C@]12CCCCC=C1N(Cc1ccco1)C(=O)[C@H](CC(=O)N1CCN(C(=O)c3ccco3)CC1)C2 | 0.9% |
| N#Cc1cccc(NC(=O)C2CCN(S(=O)(=O)c3ccc4c(c3)CCCN4C(=O)C3CCC3)CC2)c1 | -2.0% |
| CCCN1CCc2nc(N3CCN(CC)CC3)ncc2C1 | 3.2% |
| Cc1ccc(C(NC(=O)C2CCN(CCOc3ccccc3)CC2)c2ccccn2)cc1 (stereo not drawn) | -5.3% |
| COc1ccc(C)cc1NC(=O)CSc1nc(=O)n(Cc2ccncc2)c2c1CCC2 | 0.3% |
| CCCCN1CC[C@H]2C=CC[C@@H](C(=O)N3CCOCC3)[C@H]2C1=O | 1.1% |
| CN(C)C(CNC(=O)c1cc(S(=O)(=O)N(C)c2ccc(F)cc2)ccc1Cl)c1cccs1 (stereo not drawn) | -12.8% |
| CCOC(=O)c1c(Oc2ccc(C(C)=O)cc2)nnc(-c2ccccc2)c1-c1ccccc1 | -0.5% |
| COc1cc(OC)c(C(=O)OCC(=O)Nc2cccc(S(=O)(=O)NC3=NCCCCC3)c2)cc1OC | -2.3% |

A portion of the library, so the mix of outcomes need not match the whole.
